# Compound activity deposited in PubChem BioAssay by The Scripps Research Institute Molecular Screening Center.
# GPR151 activ: human GPR151 activation; PathHunter beta-arrestin GPR151 cells, luminescence; AID 1508602; Q8TDV0; activation, % at 11.2 µM; hit rate 1% among 650,000; in the data active = activation above about 4.9%;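 note: 0% = median of compound wells and 100% = cells with positive control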
# Target sequence (Q8TDV0 whole entry, looked up): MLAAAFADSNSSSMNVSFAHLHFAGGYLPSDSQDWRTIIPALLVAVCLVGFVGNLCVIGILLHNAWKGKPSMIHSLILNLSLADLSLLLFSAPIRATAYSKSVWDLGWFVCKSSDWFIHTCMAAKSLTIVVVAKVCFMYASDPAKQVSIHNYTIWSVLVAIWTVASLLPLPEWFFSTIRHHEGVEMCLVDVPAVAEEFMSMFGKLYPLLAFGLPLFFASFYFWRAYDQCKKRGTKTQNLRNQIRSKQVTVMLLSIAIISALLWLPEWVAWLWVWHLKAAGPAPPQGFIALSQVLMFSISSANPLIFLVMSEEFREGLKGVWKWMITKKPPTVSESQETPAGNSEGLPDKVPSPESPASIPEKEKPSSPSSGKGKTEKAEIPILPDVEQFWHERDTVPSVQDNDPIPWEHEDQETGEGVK
# FBW7 activator: human FBW7 E3 ligase activation, primary screen. AID 1259310. normalized activity (activation), % at 26.1 µM. AlphaScreen FBW7–phospho-cyclin E peptide binding, activator screen. Q969H0. hit rate 0.13% among 650,000; in the data active = normalized activity above about 1.9%;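 note: purified mutant Fbw7 with reduced substrate affinity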
# MITF inh: human MITF inhibition, primary screen; AlphaScreen MITF homodimerization, bead proximity signal; hit rate 0.91% among 650,000; inhibition, % at 2.6 µM; O75030; in the data active = inhibition above about 50%;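 note: 0% = vehicle wells with protein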
# Target sequence (O75030 whole entry, looked up): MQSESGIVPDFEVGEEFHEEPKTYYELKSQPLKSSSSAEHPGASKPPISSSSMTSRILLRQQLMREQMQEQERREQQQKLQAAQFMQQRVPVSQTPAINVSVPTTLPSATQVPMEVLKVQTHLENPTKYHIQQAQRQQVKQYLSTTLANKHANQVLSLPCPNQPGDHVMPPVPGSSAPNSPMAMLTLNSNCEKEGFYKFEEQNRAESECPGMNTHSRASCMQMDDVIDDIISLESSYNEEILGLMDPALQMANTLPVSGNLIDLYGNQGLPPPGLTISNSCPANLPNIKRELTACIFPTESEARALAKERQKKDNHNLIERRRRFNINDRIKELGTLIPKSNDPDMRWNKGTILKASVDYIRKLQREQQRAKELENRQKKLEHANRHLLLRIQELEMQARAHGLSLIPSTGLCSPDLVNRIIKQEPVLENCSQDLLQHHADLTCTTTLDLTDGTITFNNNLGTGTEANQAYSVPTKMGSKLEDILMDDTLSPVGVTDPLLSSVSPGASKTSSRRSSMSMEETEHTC
# TEAD-YAP block: TEAD-YAP interaction inhibition; HEK-TIYL cells, TEAD-Gal4/YAP UAS-luciferase luminescence; inhibition, % at 9.12 µM; hit rate 1.4% among 640,000; in the data active = inhibition above about 32%;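 note: 0% = median of test compound wells and 100% = reference inhibitor wells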
# Active calls of the source: *. Compounds were not picked by outcome. Share with any hit: about 3.4%.
SMILES,GPR151 activ,FBW7 activator,MITF inh,TEAD-YAP block
Cc1cc(C)cc(-n2nc3c(c2NC(=O)COc2ccc(Cl)cc2)CSC3)c1,-1.2,1.1,5,-6
COc1ccccc1CNC(=O)c1ccc2c(c1)ncn2-c1ccc(C)c(Cl)c1,-2.2,-0.2,-7,-19
Cc1occc1C(=O)N/N=C/c1ccccc1OCC(=O)O,-2.2,-0.1,-10,-41
COc1cc2c(cc1OC)CN(S(=O)(=O)CCNC(=O)c1ccc(F)cc1)CC2,0.2,0.5,-7,1
CNC(=O)NC(=O)C(C)N1CCN(c2ccccn2)CC1 (stereo not given),1.1,0.6,15,-5
Clc1ccc(-c2csc(Nc3ncccn3)n2)cc1,1.3,0.8,13,-35
C/C(N)=C(/C#N)C(=O)COC(=O)[C@@H](NS(=O)(=O)c1ccc2c(c1)OCCO2)C(C)C,0.1,0.0,-9,-9
Cc1cc(=O)oc2cc(NC(=S)NNC(=O)Cc3cccs3)ccc12,-4.4,0.0,10,-6
CC(=O)CSc1ncccc1-c1nc2ccccc2[nH]1,-0.4,-0.2,-9,-6
O=C(CSc1ccccn1)N1c2ccccc2Sc2ccc(Cl)cc21,0.6,0.0,4,-4
Cc1ccccc1OCC(=O)Nc1ccc2oc(=O)ccc2c1,2.1,0.1,1,0
Cc1nn2c(CN(C(=O)c3ccccc3)c3ccccc3)nnc2c2ccccc12,0.9,0.2,9,13
COCCCNC(=O)c1ccccc1NS(C)(=O)=O,-0.4,0.6,4,-2
COc1ccc(CC2(CCC(=O)N3CCCC(c4ccccc4C)C3)CCC(=O)N2)cc1 (stereo not given),1.9,0.1,-8,-2
CCOC(=O)c1c[nH]c2c(Br)cccc2c1=O,-0.6,0.0,-5,-10
Cc1ccc2cc(CCNC(=O)C3CC3)c(=O)[nH]c2c1C,-0.1,0.0,3,-8
O=C(COC(=O)c1nc(-c2ccccc2)n(-c2ccccc2)n1)NC(=O)NCc1ccco1,0.4,0.0,-4,-3
COc1ccccc1CNC(=O)CC(C)S(=O)(=O)c1ccc2c(c1)SCC(=O)N2 (stereo not given),0.0,0.2,12,-1
NS(=O)(=O)c1ccc(CNc2ccc3ncc(-c4ccc5ccccc5c4)n3n2)cc1,-0.2,0.1,-8,-21
COC(=O)C1(CCSC)NC(c2ccccc2C)C2C(=O)N(C)C(=O)C21 (stereo not given),0.6,-0.1,2,-5
CCOC(=O)C1CCCN(C(=O)c2cn(-c3ccc(Cl)cc3)c(=O)c3ccccc23)C1 (stereo not given),-1.7,0.0,9,6
COc1ccc(CCNC(=O)CSc2nc3ccsc3c(=O)n2CCC(C)C)cc1OC,-1.0,0.1,34,2
CN(C)/C=N/c1c(C#N)cnn1-c1ccc(Cl)nn1,2.0,0.1,-6,6
NNC(=O)c1cc(Cl)ccc1Cl,0.1,-0.1,-8,26
COc1cc(Nc2ccnc(Nc3cnccn3)n2)cc(OC)c1OC,0.3,0.4,12,-13
Cc1ccc(CNc2nc3ccccc3c3nc(-c4cccnc4)nn23)cc1,0.5,0.2,-4,-12
CCCCN1C=C(C(=O)OC)C(c2ccccc2Br)C(C(=O)OC)=C1,-2.4,0.6,8,1
COc1ccccc1N(CC(=O)N1CCN(c2ccccc2)CC1)S(C)(=O)=O,0.3,0.0,7,-3
O=C(CSc1cccc[n+]1[O-])c1ccccc1Br,-1.2,-0.4,-10,-6
CC(=O)c1c(C)[nH]c(C(=O)N2CCN(c3ccccc3)CC2)c1C,13*,0.5,14,5
O=C(NCc1ccc(N2CCCC2=O)cc1)c1cnccn1,0.1,-0.1,-1,-4
Cc1cccc(OCC(=O)Nc2ncc(Cc3ccc(Br)cc3)s2)c1,1.2,-0.1,7,13
c1ccc(Cn2c(NCc3ccccn3)nc3ccccc32)cc1,-0.9,0.4,10,-21
CCOc1ccc2nc(NC(=O)Cn3c(=O)oc4ccccc43)sc2c1,0.0,-0.1,-9,5
O=C(C1CCN(c2ccc(N3CCOCC3)nn2)CC1)N1CCN(c2ccccc2)CC1,0.3,0.0,-6,2
Cc1csc2nc(SCC(=O)Nc3ccc([N+](=O)[O-])cc3)[nH]c(=O)c12,3.2,0.0,-10,-1
CC(C)=CCN1C[C@@H](C)[C@H]2OCCC=C2[C@H]1c1ccccc1Cl,-0.7,0.3,8,-6
COc1ccc(NC(=O)C2CCCN(S(=O)(=O)c3c(C)noc3C)C2)cc1 (stereo not given),1.5,-0.2,-6,1
Nc1ccc(C(=O)N2CC(c3ccccc3)CC2=O)cc1 (stereo not given),-0.4,-0.1,4,-1
Cc1ccc(NC(=O)c2nc(S(C)(=O)=O)ncc2Cl)cc1[N+](=O)[O-],-0.9,-0.2,-3,-33
O=[N+]([O-])c1ccc(N/N=C/c2ccc3c(c2)OCO3)c(S(=O)(=O)N2CCOCC2)c1,0.6,0.0,-16,0
CCOc1ccc(NC(=O)C2C3C=CC4(O3)C2C(=O)N(CCc2ccc(OC)c(OC)c2)C4C(=O)NC2CCCCC2C)cc1 (stereo not given),-0.5,0.4,9,2
N=C1C(c2nc3ccccc3[nH]2)=C(O)CN1c1cc(Cl)ccc1Cl,0.3,0.0,4,-7
Cc1cc(C)c(S(=O)(=O)N2CCc3ccccc32)cc1[N+](=O)[O-],0.6,-0.1,49,64*
CCOC(=O)CNC(=O)Cn1cnc2scc(-c3ccccc3)c2c1=O,-0.1,0.0,-15,2
O=C1CCCN1CCn1cnc2c(Nc3ccc4c(c3)OCO4)nc(N3CCN(c4ccccn4)CC3)nc21,-1.0,0.1,76*,19
CC1CCCCN1Cc1nc2c(c(=O)n(C)c(=O)n2C)n1Cc1c(F)cccc1Cl (stereo not given),0.1,0.1,4,6
O=C(CONC(=O)C12CC3CC(CC(C3)C1)C2)N1CCc2ccccc21,-1.1,-0.1,-2,-7
CCC(=O)Nc1ccc2oc(-c3ccccc3Br)nc2c1,-0.4,0.1,1,-6
Cc1nc2sc3c(c2c2nnc(SCC(=O)N4CCCCC4)n12)CCCC3,0.6,0.2,-3,-7
# Continued.
SMILES,GPR151 activ,FBW7 activator,MITF inh,TEAD-YAP block
CC(=O)c1c(C(C)=O)c(C)n(-c2ccc(C(=O)O)cc2)c1C,0.8,-0.1,-6,-8
CCN(CC)C(=O)Cn1ncc2cccn2c1=O,0.6,0.0,10,-1
COc1cc2nc(CN(C)C(C)c3cccs3)nc(N3CCCC3)c2cc1OC (stereo not given),1.6,-0.2,0,-2
CCOC(=O)c1ccc2c(c1)c1c3n2CCNC3CCC1 (stereo not given),2.4,0.0,-9,4
O=C(Nc1ccc(-c2cn3ccccc3n2)cc1)c1ccc2c(c1)OCO2,-0.8,0.1,4,-13
CCn1c(-c2cccc(Cl)c2)n[nH]c1=S,-0.9,0.0,12,5
COc1ccc(C(C)(C)C)cc1S(=O)(=O)N1CCN(c2ccc(-n3ccc(C)n3)nn2)CC1,0.9,0.0,-3,0
CC(=O)Nc1ccc(S(=O)(=O)NCC(=O)O)cc1,2.1,1.0,6,8
COCCn1cnc2sc(C(=O)N3CCN(c4ccc([N+](=O)[O-])cc4)CC3)c(C)c2c1=O,-0.3,-0.2,-1,1
CC(C)Cn1c(=O)c(C(=O)Nc2nccs2)c(O)c2ccccc21,0.8,0.1,-3,0
O=C(Nc1ccc(I)cc1)c1ccc(Br)cc1,-1.5,0.3,19,-42
O=C1/C(=C/c2ccc(Cl)cc2)C(N2CCOCC2)=NN1c1ccc([N+](=O)[O-])cc1,-1.2,-0.5,3,-5
CCN(CC)S(=O)(=O)c1ccc(/C=C/C(=O)OCC(=O)C(C)(C)C)cc1,-1.7,0.1,5,-7
CC(C)(C)c1ccc(-c2ncc3ccccn23)cc1,-2.0,0.1,14,72*
Cc1ccc(S(=O)(=O)N2CCN(c3cccc(C)c3C)C(=O)C2)cc1,-0.8,-0.2,-20,0
COCCN1C(=O)/C(=C\c2ccc(Cl)c(Cl)c2)C(C(=O)OC)=C1C,0.5,0.0,15,-3
C=CCOC(=O)C1=C(C)Nc2c(c(=O)n(C)c(=O)n2C)C1c1ccc(O)cc1 (stereo not given),1.7,-0.1,-11,-5
COc1ccc(C2/C(=C(/O)c3ccc(Br)cc3)C(=O)C(=O)N2CCCn2ccnc2)cc1 (stereo not given),1.0,0.0,-2,-6
NC(=O)c1cc2cc(Cl)ccc2oc1=Nc1cccc2ccccc12,1.5,-0.2,8,11
C=CCN=C(Cc1ccccc1)C1=C(O)CC(C)(C)CC1=O,1.4,0.4,7,6
CCOC(=O)N1CCN(C(=O)Cc2csc(Nc3cccc(C)n3)n2)CC1,-0.2,-0.2,-1,-4
Cc1nc(NC(=O)c2ccccc2)sc1-c1csc(Nc2ccc(O)cc2)n1,-1.3,0.0,9,-47
NNC(=O)CSc1nc(-c2ccccc2)nc2c1CCCC2,-0.5,0.0,-7,-10
Fc1ccc(-c2n[nH]c3c2CNCC3)cc1,-1.0,-0.1,2,-2
CC1(C)Cc2nc3sc4c(OCC(N)=O)ncnc4c3cc2CO1,0.2,0.0,9,-16
O=C(CN1CCN(c2ccc([N+](=O)[O-])cc2)CC1)Nc1ccccc1C(=O)c1ccccc1,-1.3,-0.1,18,0
CCOC(=O)c1sc(/N=C/c2c(C)[nH]n(-c3ccc(C)c(C)c3)c2=O)c(C#N)c1C,0.7,-0.2,-5,5
CC(=NCc1ccccc1)c1c(O)[nH]c(=O)[nH]c1=O,2.9,0.0,8,-1
O=C(Nc1cccc(-c2nc3ccccc3s2)c1)c1ccc(-c2ccccc2)cc1,-1.4,0.0,7,8
COc1cccc(-c2cc(C(=O)N/N=C/c3ccccc3O)[nH]n2)c1,-1.4,0.1,23,-18
CC(C)C(NC(=O)/C(=C/c1ccc(Cl)cc1)NC(=O)c1ccccc1)C(=O)O (stereo not given),3.2,0.7,-35,2
Cc1nc2sccn2c1C(=O)NCC(C)C,1.5,0.2,16,6
N#Cc1ccc(NC(=O)CCCn2cc([N+](=O)[O-])cn2)cc1,1.8,0.0,-7,-14
O=C(Nc1ccncc1)C1CCN(C(=O)C(O)c2ccc(Br)cc2)CC1 (stereo not given),-1.0,0.9,15,-8
CCN(C(=O)Cn1cc(C(F)(F)F)cc(Cl)c1=O)c1cccc2ccccc12,0.9,0.0,11,15
COC(=O)c1sc2nc3c(c(-c4ccc(C)cc4)c2c1N)CCCC3,1.8,-0.1,0,-1
O=C1/C(=C/c2cccc(Cl)c2)SC(=S)N1C1CCS(=O)(=O)C1 (stereo not given),0.9,0.1,-6,-3
COc1ccc(C(=O)N/N=C/c2ccccn2)cc1,-0.9,-0.3,8,-21
CC(C)(C)Nc1nc(Nc2ccc(OC(F)(F)F)cc2)nc(N2CCCCC2)n1,-1.0,0.0,1,-3
CCc1sc(C(=O)Nc2ccc3c(c2)OCCO3)cc1Br,0.8,0.2,2,-42
COc1cc(OC)cc(-c2nc(=S)[nH][nH]2)c1,6.8*,-0.1,-6,11
O=C([C@@H](O)COc1ccc(Br)cc1)N1CCC(Nc2ccc3[nH]ncc3c2)CC1,1.5,-0.1,4,3
CCCCn1nnc2c(=O)oc3ccccc3c21,-1.2,0.3,12,8
CCN(CC(=O)NC(C)C)Cc1nc2sc3c(c2c(=O)[nH]1)CCC3,0.5,-0.2,7,1
CCOC(=O)N1CCN(S(=O)(=O)c2c(C)nn(C)c2C)CC1,-1.0,0.2,-4,8
COC(=O)C1=C(C)N(C)C(=O)NC1c1ccc2c(c1)OCO2 (stereo not given),0.7,0.2,12,-6
CNC(=O)C(=O)NCC(c1ccco1)S(=O)(=O)c1cccs1 (stereo not given),0.4,-0.3,-1,-3
Cc1cccc(NC(=O)COc2ccc(Br)cc2C=O)c1,1.1,-0.2,7,-55
O=C(NC1CC1)c1ccc(-c2cncc(C(=O)NC3CCN(Cc4ccccc4)CC3)c2)cc1,-0.7,-0.1,-1,4
Cc1[nH]n(-c2ccc([N+](=O)[O-])cc2)c(=O)c1C=NCC1CCN(C(=O)c2ccccc2)CC1,-4.0,0.1,18,2
CCOC(=O)c1c(C)n(CC)c2ccc(OC(=O)CN3C(=O)c4ccccc4C3=O)cc12,-0.5,-0.2,-2,-7
